Assay outcomes deposited in PubChem by Broad Institute.
SR-BI uptake up – enhances SR-BI lipid uptake from DiI-HDL; activation, % at 12.5 µM; CHO ldlA[mSR-BI] cells, DiI-HDL uptake fluorescence, 3 h; 100 = double the neutral-control signal; 0.096% of 320,000 active;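 active = mean replicate activation of at least 60% and every replicate at or above 60%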;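 also: 0% = median plate neutral-control signal and 100% = twice that signal; values of inactives mirror those of a sister screen read the other way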
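material = CHO ldlA[mSR-BI] cells | medium = Ham's F12 with 0.5% BSA, HEPES 25 mM, pH 7.4 | reagent = fluorescent DiI-HDL, 10 µg/mL final | compound dosing = single-point compound dose | incubation = 3 h, 37 °C | measured by = bottom-read fluorescence, 550/595 nm | measure = HDL uptake via cellular fluorescence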
NSD2 inh – blocks human histone methyltransferase NSD2. NSD2 peptide methylation, AlphaScreen, 120 min. inhibition, % at 12.5 µM. 0.54% of 310,000 active. AID 743445; in the data active = inhibition above about 50%
CAL PDZ FP-1 – blocks peptide binding to the human CAL PDZ domain | 0.92% of 300,000 active | inhibition, % at 24.9 µM | AID 602252 | purified CAL PDZ, TMR-peptide fluorescence polarization, 1 h;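 active = mean inhibition of at least 30% with at least half of replicates also reaching 30%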;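 also: 0% = DMSO neutral control and 100% = excess unlabeled competitor peptide PRC23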
CAL PDZ FP-2 – inhibitors of human CAL PDZ peptide binding | inhibition, % at 20 µM | Q9HD26 | 0.02% of 330,000 active | purified CAL PDZ, TMR-peptide fluorescence polarization, 1 h | AID 504414;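 active = highest replicate inhibition of at least 40%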;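 also: plate controls were DMSO neutral control wells for no effect and unlabeled competitor peptide control wells for full effect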
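Assay system – tagged CAL PDZ protein CerCALP, purified · Timing – 1 h at RT · Compound – single point, 20 µM · Measured by – fluorescence polarization from S- and P-plane intensities, G-factor corrected · Evaluation – inhibition from polarization loss · Probe or stimulus – TMR reporter peptide T*-PRC34 · Buffer or medium – pH 7.4 phosphate-saline buffer, reducing agent, detergent, IgG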
dFosB act – enhances mouse delta FosB homodimer DNA binding; P13346; purified delta FosB, TAMRA-CDK5 oligo fluorescence polarization; percent of positive-control signal above neutral wells; activation, % at 25 µM; 0.99% of 340,000 active; AID 493131;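 active = mean activation above about 17%, with every replicate also reaching it, limit read from the data, passing the limit was not always enough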;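 also: fluorescence polarization rise as delta FosB binds a TAMRA Cdk5 AP-1 oligo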
PvdQ acylase – blocks Pseudomonas aeruginosa PvdQ acylase activity; purified PvdQ acylase, fluorescence plate reader; inhibition, % at 10 µM; 0.063% of 340,000 active; in the data active = inhibition above about 30%, passing the limit was not always enough;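 also: 0% = vehicle neutral wells and 100% = reference inhibitor wells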
MITF act – increases MITF-driven TRPM1 promoter luciferase signal. SK-MEL-5 TRPM1-promoter luciferase, 24 h; % of positive control, neutral wells = 0. activation, % at 12.5 µM. AID 588334. 0.75% of 300,000 active;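 active = mean activation of at least 80% with every replicate also reaching 80%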;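 also: 0% = neutral control wells and 100% = parthenolide positive control wells; values of inactives mirror those of a sister screen read the other way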
Rtt109 Vps75 – blocks Candida albicans Rtt109/Vps75 acetyltransferase activity. Q5AAJ8. 0.16% of 330,000 active. AID 540336. inhibition, % at 34.9 µM. purified Rtt109/Vps75, ThioGlo CoA-SH fluorescence, 4 h;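 active = inhibition of at least 50% in every replicate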
Target sequence (Q5AAJ8 whole entry, looked up): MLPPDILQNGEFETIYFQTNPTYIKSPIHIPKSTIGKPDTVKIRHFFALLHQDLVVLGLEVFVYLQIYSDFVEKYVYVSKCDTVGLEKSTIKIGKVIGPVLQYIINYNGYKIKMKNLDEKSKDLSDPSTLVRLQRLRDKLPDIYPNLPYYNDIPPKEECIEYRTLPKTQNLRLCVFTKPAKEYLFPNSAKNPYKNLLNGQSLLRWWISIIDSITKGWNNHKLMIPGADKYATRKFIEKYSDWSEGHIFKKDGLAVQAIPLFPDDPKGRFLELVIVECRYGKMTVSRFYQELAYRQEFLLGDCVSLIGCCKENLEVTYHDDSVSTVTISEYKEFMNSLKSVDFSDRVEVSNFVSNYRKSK
PfHsp90 yeast 2 – growth inhibition of yeast expressing Plasmodium Hsp90; S. cerevisiae expressing PfHsp90, BacTiter-Glo ATP, 48 h; yeast lacking PDR1 and PDR3 efflux regulators; inhibition, % at 9.4 µM; 0.32% of 310,000 active;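 active = every replicate shows inhibition above about 80%, whatever the replicate mean, limit read from the data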;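 also: 0% = DMSO neutral controls and 100% = 20 µM radicicol positive controls; yeast relying on Plasmodium falciparum Hsp90 in place of its own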
SR-BI HDL uptake – blocks mouse SR-BI lipid uptake from DiI-HDL; 0.96% of 320,000 active; Q61009; ldlA[mSR-BI] CHO cells, DiI-HDL uptake fluorescence, 3 h; inhibition, % at 12.5 µM; AID 488896;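 active = mean replicate inhibition of at least 70% and a set share of replicates each scoring 70 or more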;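 also: 0% = median of neutral control wells and 100% = median of positive control wells; values of inactives mirror those of a sister screen read the other way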
Target sequence (Q61009 whole entry, looked up): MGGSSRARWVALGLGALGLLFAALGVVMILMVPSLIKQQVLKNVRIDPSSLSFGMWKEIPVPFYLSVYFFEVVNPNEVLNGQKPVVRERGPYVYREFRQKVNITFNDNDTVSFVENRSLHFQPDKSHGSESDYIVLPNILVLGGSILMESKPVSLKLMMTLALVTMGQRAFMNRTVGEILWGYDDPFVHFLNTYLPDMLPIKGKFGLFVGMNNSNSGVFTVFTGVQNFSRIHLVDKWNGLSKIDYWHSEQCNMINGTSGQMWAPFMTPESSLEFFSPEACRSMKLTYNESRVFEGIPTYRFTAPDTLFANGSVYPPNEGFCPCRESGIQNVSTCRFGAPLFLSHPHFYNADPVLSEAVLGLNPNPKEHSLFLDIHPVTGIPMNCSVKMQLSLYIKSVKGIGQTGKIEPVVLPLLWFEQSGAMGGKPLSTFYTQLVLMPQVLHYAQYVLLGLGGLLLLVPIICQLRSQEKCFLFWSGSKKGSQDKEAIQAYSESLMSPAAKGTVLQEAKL
Active calls of the source: *; & = joins results of further samples.

A first look (3 entries):
CC(=O)Nc1cc2c(cc1[N+](=O)[O-])-c1ccccc1C2=NO was read as SR-BI uptake up 2, NSD2 inh 0, CAL PDZ FP-1 -1, CAL PDZ FP-2 -0.5, dFosB act 6, PvdQ acylase -20, MITF act 7, Rtt109 Vps75 -5, PfHsp90 yeast 2 -15 and SR-BI HDL uptake -2.
COc1ccc(CC(=O)Nc2ccc(S(=O)(=O)Nc3onc(C)c3C)cc2)cc1OC was read as SR-BI uptake up 8, NSD2 inh 2, CAL PDZ FP-1 -4, CAL PDZ FP-2 -1.5, dFosB act 4, PvdQ acylase 11, MITF act -4, Rtt109 Vps75 17, PfHsp90 yeast 2 7 and SR-BI HDL uptake -8.
Screening Cc1ccc(-c2csc3ncnc(N4CCN(C(=O)c5ccco5)CC4)c23)cc1 returned SR-BI uptake up -59, NSD2 inh 10, CAL PDZ FP-1 -3, CAL PDZ FP-2 -8.6, dFosB act -23, PvdQ acylase -6, MITF act -4, Rtt109 Vps75 -2, PfHsp90 yeast 2 12 and SR-BI HDL uptake 59.

All compounds of this part, repeating the preview:
CC(=O)Nc1cc2c(cc1[N+](=O)[O-])-c1ccccc1C2=NO was read as SR-BI uptake up 2, NSD2 inh 0, CAL PDZ FP-1 -1, CAL PDZ FP-2 -0.5, dFosB act 6, PvdQ acylase -20, MITF act 7, Rtt109 Vps75 -5, PfHsp90 yeast 2 -15 and SR-BI HDL uptake -2.
COc1ccc(CC(=O)Nc2ccc(S(=O)(=O)Nc3onc(C)c3C)cc2)cc1OC was read as SR-BI uptake up 8, NSD2 inh 2, CAL PDZ FP-1 -4, CAL PDZ FP-2 -1.5, dFosB act 4, PvdQ acylase 11, MITF act -4, Rtt109 Vps75 17, PfHsp90 yeast 2 7 and SR-BI HDL uptake -8.
Screening Cc1ccc(-c2csc3ncnc(N4CCN(C(=O)c5ccco5)CC4)c23)cc1 returned SR-BI uptake up -59, NSD2 inh 10, CAL PDZ FP-1 -3, CAL PDZ FP-2 -8.6, dFosB act -23, PvdQ acylase -6, MITF act -4, Rtt109 Vps75 -2, PfHsp90 yeast 2 12 and SR-BI HDL uptake 59.
For CN(C)c1ccc2c(=O)[nH][nH]c(=O)c2c1 the results were SR-BI uptake up 5, NSD2 inh 0, CAL PDZ FP-1 -6, CAL PDZ FP-2 -2.7, dFosB act -1, PvdQ acylase 4, MITF act 1, Rtt109 Vps75 3, PfHsp90 yeast 2 25 and SR-BI HDL uptake -5.
For C=CCOc1ccc(/C=C/C(C)=N\O)cc1 the results were SR-BI uptake up 21, NSD2 inh 2, CAL PDZ FP-1 -1, CAL PDZ FP-2 1.0, dFosB act -7, PvdQ acylase 0, Rtt109 Vps75 3, PfHsp90 yeast 2 -41 and SR-BI HDL uptake -21.
c1ccc(CNc2ncnc3nc[nH]c23)nc1 was read as SR-BI uptake up 20, CAL PDZ FP-2 -0.3, dFosB act -1, PvdQ acylase -19, MITF act -13, Rtt109 Vps75 6, PfHsp90 yeast 2 22 and SR-BI HDL uptake -20.
`CN(C)CCCn1c(SCC(=O)N2CC(=O)Nc3ccccc32)nc2ccccc2c1=O` gave SR-BI uptake up -17, NSD2 inh 5, CAL PDZ FP-1 -1, CAL PDZ FP-2 0.1, dFosB act -7, PvdQ acylase -13, MITF act 17, Rtt109 Vps75 -4, PfHsp90 yeast 2 -16 and SR-BI HDL uptake 17.
For COCCc1nnc(NC(=O)C23CC4CC(CC(C4)C2)C3)s1 the results were SR-BI uptake up 16, NSD2 inh -2, CAL PDZ FP-1 -3, CAL PDZ FP-2 -1.5, dFosB act -4, PvdQ acylase -8, Rtt109 Vps75 3, PfHsp90 yeast 2 2 and SR-BI HDL uptake -16.
Screening Cc1c(C(=O)N/N=C/C(C)C)[nH]c2c([N+](=O)[O-])cccc12 returned SR-BI uptake up -33, NSD2 inh -3, CAL PDZ FP-1 -1, CAL PDZ FP-2 -1.9, dFosB act -4, PvdQ acylase -9, MITF act 0, Rtt109 Vps75 -1, PfHsp90 yeast 2 18 and SR-BI HDL uptake 33.
For O=C(c1cccc(C(F)(F)F)c1)C1CCCN(C(=O)CN2CCCC2=O)C1 (configuration not stated) the results were SR-BI uptake up 24, NSD2 inh -2, CAL PDZ FP-1 2, CAL PDZ FP-2 -6.0, dFosB act -4, PvdQ acylase 1, MITF act -2, Rtt109 Vps75 1, PfHsp90 yeast 2 -47 and SR-BI HDL uptake -24.
Screening Cc1cccc(NC(=O)c2nc[nH]c2C(=O)N[C@@H](Cc2ccccc2)C(=O)OC(C)(C)C)c1 returned SR-BI uptake up 7, CAL PDZ FP-1 -5, CAL PDZ FP-2 -0.7, dFosB act -10, PvdQ acylase -18, MITF act 19, Rtt109 Vps75 -3, PfHsp90 yeast 2 1 and SR-BI HDL uptake -1.
For Cc1cc(-n2c(SCC(=O)NCCC3=CCCCC3)nc3n[nH]c(C)c3c2=N)ccc1Cl the results were SR-BI uptake up -15, NSD2 inh 0, CAL PDZ FP-1 0, CAL PDZ FP-2 -3.3, dFosB act 0, PvdQ acylase -4, MITF act -55, Rtt109 Vps75 -3, PfHsp90 yeast 2 2 and SR-BI HDL uptake 15.
For CCc1nnc(NC(=O)c2oc3cc(C)c(C)cc3c2C)s1 the results were SR-BI uptake up -25, NSD2 inh 3, CAL PDZ FP-1 3, CAL PDZ FP-2 -3.7, dFosB act -5, PvdQ acylase -11, MITF act 48, Rtt109 Vps75 1, PfHsp90 yeast 2 -40 and SR-BI HDL uptake 25.
Screening CCc1cccc(NC2c3ccccc3C(=O)N2c2ccc(C)cn2)c1 (configuration not stated) returned SR-BI uptake up -3, CAL PDZ FP-1 -3, CAL PDZ FP-2 -0.7, dFosB act -12, PvdQ acylase -10, Rtt109 Vps75 6, PfHsp90 yeast 2 -4 and SR-BI HDL uptake 3.
`C[C@H](NC(=O)c1ccccc1Cl)C(=O)NCc1cccs1` gave SR-BI uptake up 20, NSD2 inh -1, CAL PDZ FP-1 -4, dFosB act 0, PvdQ acylase -12, MITF act -2, Rtt109 Vps75 -1, PfHsp90 yeast 2 0 and SR-BI HDL uptake -20.
`CCc1cc(=O)oc2cc(C)c(CN3CCCC(C)C3)c(O)c12` (configuration not stated) gave SR-BI uptake up 11&-10, NSD2 inh 4, CAL PDZ FP-1 -9, dFosB act -13, PvdQ acylase -17&-5, MITF act 3, Rtt109 Vps75 19&0 and SR-BI HDL uptake -11&10.
Screening N#CNC(=Nc1ccc(Cl)cc1)Oc1ccccc1 returned SR-BI uptake up 12, NSD2 inh -1, CAL PDZ FP-1 4, CAL PDZ FP-2 -0.4, dFosB act -8, PvdQ acylase 2, Rtt109 Vps75 -3, PfHsp90 yeast 2 -3 and SR-BI HDL uptake -12.
`COc1ccc(S(=O)(=O)Cc2ccc(C(=O)N3CCN(c4ccccc4)CC3)o2)cc1` gave SR-BI uptake up 10, CAL PDZ FP-2 -1.4, dFosB act -7, PvdQ acylase -18, MITF act 3, Rtt109 Vps75 7, PfHsp90 yeast 2 9 and SR-BI HDL uptake -10.
Cc1cc(C(=O)COC(=O)c2ccc(N)c([N+](=O)[O-])c2)c(C)n1Cc1ccc2c(c1)OCO2 was read as SR-BI uptake up -59, NSD2 inh 5, CAL PDZ FP-1 123*, CAL PDZ FP-2 0.0, dFosB act 0, PvdQ acylase -10, MITF act 77, Rtt109 Vps75 -4, PfHsp90 yeast 2 -11 and SR-BI HDL uptake 59.
For O=C(O)C1CCCCN1S(=O)(=O)c1ccc2ccccc2c1 (configuration not stated) the results were SR-BI uptake up 7, NSD2 inh -3, CAL PDZ FP-1 0, CAL PDZ FP-2 -1.0, dFosB act -2, PvdQ acylase -13, Rtt109 Vps75 -1, PfHsp90 yeast 2 16 and SR-BI HDL uptake -7.
`CCNC(=S)Nc1ccc(Cc2ccncc2)cc1` gave SR-BI uptake up 8, NSD2 inh -3, CAL PDZ FP-1 -2, CAL PDZ FP-2 -0.6, dFosB act -2, PvdQ acylase 6, MITF act -7, Rtt109 Vps75 10, PfHsp90 yeast 2 7 and SR-BI HDL uptake -8.
`CC(CCc1ccccc1)NS(=O)(=O)c1ccc(Cl)c(C(=O)O)c1` (configuration not stated) gave NSD2 inh -3, CAL PDZ FP-1 0, CAL PDZ FP-2 -2.6, dFosB act -3, PvdQ acylase -12, MITF act -7, Rtt109 Vps75 0 and PfHsp90 yeast 2 13.
Nc1ncnc2c1ncn2[C@@H]1O[C@H](CNS(=O)(=O)c2cc(S(=O)(=O)c3ccccc3)cs2)[C@@H](O)[C@H]1O was read as SR-BI uptake up 130*, CAL PDZ FP-1 -3, CAL PDZ FP-2 -0.8, dFosB act -6, PvdQ acylase -7, MITF act -14, Rtt109 Vps75 2, PfHsp90 yeast 2 16 and SR-BI HDL uptake -131.
For CCOC(CNC(=O)CCc1c(C)nc2ncnn2c1C)OCC the results were SR-BI uptake up -4, NSD2 inh 3, CAL PDZ FP-1 -2, CAL PDZ FP-2 -0.4, dFosB act -6, PvdQ acylase 3, Rtt109 Vps75 -10, PfHsp90 yeast 2 2 and SR-BI HDL uptake 4.
`O=C(/C=C/c1ccc2c(c1)OCO2)c1cccnc1` gave SR-BI uptake up 5, NSD2 inh 6, CAL PDZ FP-1 5, CAL PDZ FP-2 1.6, dFosB act -7, PvdQ acylase 6, MITF act 2, Rtt109 Vps75 -3, PfHsp90 yeast 2 25 and SR-BI HDL uptake -5.
`CCN(c1ccccc1)c1nc2nonc2nc1NCCO` gave SR-BI uptake up 13, NSD2 inh -1, CAL PDZ FP-2 -0.7, dFosB act -2, PvdQ acylase -14, MITF act 9, Rtt109 Vps75 5, PfHsp90 yeast 2 10 and SR-BI HDL uptake -13.
`O=C(NNC(=O)c1nn(-c2ccc(F)cc2)ccc1=O)c1ccccc1Cl` gave SR-BI uptake up 4, NSD2 inh -1, CAL PDZ FP-2 -0.4, dFosB act -1, PvdQ acylase 16, Rtt109 Vps75 -12, PfHsp90 yeast 2 2 and SR-BI HDL uptake -4.
For Cc1ccc(/C=N/n2c(C)nc3ccccc3c2=O)o1 the results were SR-BI uptake up -4, NSD2 inh -1, CAL PDZ FP-1 2, CAL PDZ FP-2 -2.8, dFosB act -6, PvdQ acylase 0, MITF act -1, Rtt109 Vps75 10, PfHsp90 yeast 2 26 and SR-BI HDL uptake 4.
For CCNC(=S)N1CCN(CC(=O)Nc2ccc(OC)cc2)CC1 the results were SR-BI uptake up 12, NSD2 inh -2, CAL PDZ FP-1 0, CAL PDZ FP-2 -3.8, dFosB act 1, PvdQ acylase 1, MITF act 2, Rtt109 Vps75 -9, PfHsp90 yeast 2 -32 and SR-BI HDL uptake -12.
For Cn1c(NC(=O)CC2CCCCC2)cc(=O)n(C)c1=O the results were SR-BI uptake up 12, CAL PDZ FP-2 -2.3, dFosB act 0, PvdQ acylase -18, MITF act 14, Rtt109 Vps75 -4, PfHsp90 yeast 2 1 and SR-BI HDL uptake -12.

An unsorted share of the library; 4.3% or so of the library scored in one or more.
